# Tb PFK block: qHTS Assay to Find Inhibitors of T. brucei phosphofructokinase; ATP-dependent 6-phosphofructokinase (Trypanosoma brucei brucei), O15648; T. brucei PFK, ADP-Glo luminescence; Potency, µM (top dose mostly 57.5 µM), without a hit: top-dose activity, negative = inhibition, most hits filed as inhibitors; actives 0.17% (n = 330,000); AID 485367, 2010;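 further: potency means the concentration at half of the fitted maximal effect; 0% = uninhibited 1x PFK enzyme wells and -100% = no-enzyme wells; nearly all actives have a fitted effect of over 60% in size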
#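 Compounds were pin-transferred as a titration series up to 57 uM into substrate buffer (0.5 mM F6P, 0.1 mM ATP, pH 8.0), then 1.25 nM PFK was added and reactions ran 45 min before ADP-Glo detection.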
# RORg inh: qHTS for inhibitors of ROR gamma transcriptional activity. Nuclear receptor ROR-gamma (Mus musculus), P51450. Drosophila S2 Gal4-RORgamma UAS-luciferase reporter, 20 h. Potency, µM (top dose mostly 53.6 µM), for the others: top-dose activity change, negative = inhibition, most hits filed as inhibitors. actives 5.4% (n = 310,000). AID 2551, 2010; further: potency means the concentration at half of the fitted maximal effect; on the % scale 0 is the no-effect control and ±100 the full control effect; nearly all actives have a fitted effect of over 60% in size
# Target sequence (P51450 whole entry, looked up, the tested form may be a part): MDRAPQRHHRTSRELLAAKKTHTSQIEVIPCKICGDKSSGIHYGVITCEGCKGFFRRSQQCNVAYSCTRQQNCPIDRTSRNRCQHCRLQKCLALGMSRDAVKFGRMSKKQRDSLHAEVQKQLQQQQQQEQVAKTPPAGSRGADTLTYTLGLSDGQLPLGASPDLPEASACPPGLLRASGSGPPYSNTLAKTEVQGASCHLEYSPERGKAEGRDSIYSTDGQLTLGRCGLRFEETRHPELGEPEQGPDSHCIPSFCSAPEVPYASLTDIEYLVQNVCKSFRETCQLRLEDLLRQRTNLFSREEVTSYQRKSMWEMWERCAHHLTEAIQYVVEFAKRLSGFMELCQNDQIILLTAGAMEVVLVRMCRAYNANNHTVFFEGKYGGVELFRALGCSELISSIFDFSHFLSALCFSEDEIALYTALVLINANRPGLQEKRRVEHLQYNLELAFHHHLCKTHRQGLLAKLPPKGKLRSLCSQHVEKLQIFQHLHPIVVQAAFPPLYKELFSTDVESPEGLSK
#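 ROR gamma transcriptional activity was tracked as Gal4-UAS luciferase output in stably transfected Drosophila Schneider cells, with compound added 1 hr before 700 uM copper sulfate induction and a 20 hr ambient-temperature incubation.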
# Gal4-VP16 FLuc: VP16 counterscreen qHTS for inhibitors of ROR gamma transcriptional activity; Potency, µM (doses to about 53.6 µM), for the others: at the highest dose activity, negative = inhibition, usual class: inhibitors; actives 3.5% (n = 310,000); Drosophila S2 Gal4-VP16 UAS-luciferase, luminescence, 20 h;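 further: Gal4-VP16 expression switched on by copper sulfate through the metallothionein promoter; potency means the concentration at half of the fitted maximal effect; on the % scale 0 is the no-effect control and ±100 the full control effect; nearly all actives have a fitted effect of over 50% in size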
# FLuc modulator: qHTS profiling assay for firefly luciferase inhibitor/activator using purifed enzyme and Km concentrations of substrates (counterscreen for miR-21 project); purified FLuc, Km substrates, luminescence inhibition; actives 6.9% (n = 360,000); Potency, µM (doses to about 57.5 µM), inactives show at the top dose activity change, negative = inhibition, usual class: inhibitors; Luciferin 4-monooxygenase (Photinus pyralis), P08659;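 further: potency means the concentration at half of the fitted maximal effect; plate controls were vehicle for no effect and reference inhibitor for full effect; nearly all actives have a fitted effect of over 55% in size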
# Target sequence (P08659 whole entry, looked up): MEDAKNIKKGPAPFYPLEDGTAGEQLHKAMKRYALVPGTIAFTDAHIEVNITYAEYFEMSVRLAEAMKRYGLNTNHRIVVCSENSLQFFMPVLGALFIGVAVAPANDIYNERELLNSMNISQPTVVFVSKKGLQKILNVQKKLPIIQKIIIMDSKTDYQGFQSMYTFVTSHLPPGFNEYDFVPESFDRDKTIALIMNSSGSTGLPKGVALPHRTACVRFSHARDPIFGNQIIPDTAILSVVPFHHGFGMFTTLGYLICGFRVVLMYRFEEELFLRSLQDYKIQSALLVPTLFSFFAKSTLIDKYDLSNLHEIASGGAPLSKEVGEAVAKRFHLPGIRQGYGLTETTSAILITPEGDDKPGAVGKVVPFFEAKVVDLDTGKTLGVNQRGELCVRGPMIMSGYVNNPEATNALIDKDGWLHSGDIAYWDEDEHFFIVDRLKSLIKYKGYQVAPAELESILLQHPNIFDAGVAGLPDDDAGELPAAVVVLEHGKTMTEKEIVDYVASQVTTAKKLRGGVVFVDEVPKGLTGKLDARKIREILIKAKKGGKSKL
#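 Purified P. pyralis luciferase, 10 nM final, with Km-level 10 uM D-luciferin and 10 uM ATP in 50 mM Tris acetate pH 7.5, 10 mM Mg acetate, 0.01% Tween-20, 0.05% BSA; 6-point qHTS titration about 60 µM downward; luminescence read.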
# ELG1 repair inh: qHTS screen for small molecules that inhibit ELG1-dependent DNA repair in human embryonic kidney (HEK293T) cells expressing luciferase-tagged ELG1; actives 2.3% (n = 330,000); HEK293T ELG1-luciferase reporter, luminescence, 16 h; DNA damage induced by 5-fluorouridine; Potency, µM (top dose mostly 46.1 µM), without a hit: top-dose activity change, negative = inhibition, hits mostly inhibitors; further: potency means the concentration at half of the fitted maximal effect; on the % scale 0 is the no-effect control and ±100 the full control effect; nearly all actives have a fitted effect of over 55% in size
#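 Step one: seed 2,000 cells per well. Step two: pin-transfer compound or DMSO alongside 5-fluorouridine. Step three: incubate 16 hr, 37 °C, 5% CO2. Step four: add ONE-Glo, wait 30 min, read luminescence.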
# p53 reactivator: qHTS assay for re-activators of p53 using a Luc reporter; H1299 p53-A138V BP100-luciferase reporter, luminescence, 24 h; Potency, µM (top dose mostly 92.2 µM), for inactives: at the top dose activity change, positive = activation, usual class: activators; actives 0.063% (n = 320,000); AID 504706, 2011; further: potency means the concentration at half of the fitted maximal effect; % of control where 0% means no effect; nearly all actives have a fitted effect of over 45% in size
#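 H1299 (p53-null), stable ts p53-A138V + BP100-Luc; 1000 cells/well, Opti-MEM/10% FBS; cpd 4 pt, 1:5; 24 h, 37 deg C, 5% CO2; detection reagent 10 min RT; luminescence.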
# NPC1 promoter act: qHTS Assay for NPC1 Promoter Activators; actives 2.4% (n = 320,000); Potency, µM (series often up to 9.22 µM), for inactives: at the highest dose activation, hits mostly activators; Huh7 NPC1 promoter luciferase reporter, 24 h;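 further: potency means the concentration at half of the fitted maximal effect; % of control where 0% means no effect; nearly all actives have a fitted effect of over 60% in size; reporter is driven by a mutant NPC1 promoter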
#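 Compounds in DMSO were transferred onto Huh7 NPC1-luciferase reporter cells pre-incubated 2 h; after 24 h at 37 °C, Amplite reagent was dispensed and luminescence recorded 10 min later.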
# BRCA1 expr act: qHTS Assay to Identify Small Molecule Activators of BRCA1 Expression. MCF7-BRCA1-FFLuc reporter, luminescence, 48 h; response scale: scaled: vehicle 0%, 10 µM genistein 100%. Potency, µM (doses to about 46.1 µM), without a hit: top-dose activation, actives largely listed as activators. actives 1.1% (n = 380,000). AID 624202, 2012; further: potency means the concentration at half of the fitted maximal effect; nearly all actives have a fitted effect of over 80% in size; some results filed as inactive show a strong effect at the top dose
#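 Using MCF7 cells harboring a BRCA1 firefly luciferase reporter, plated 2 h before compound pinning, the screen measured luminescence after 48 h incubation. Responses were normalized to DMSO and 10 microM genistein, then fitted for concentration-effect.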
# TRPV1 ag: HTS Assay for Compounds that Act as Agonists of the Vanilloid Receptor 1; actives 0.19% (n = 320,000); activation, % at 8.33 µM; AID 540275, 2011; TRPV1-expressing cells, Fluo-8 calcium influx, agonist mode; Transient receptor potential cation channel subfamily V member 1 (Homo sapiens), Q8NER1; in the data active means activation above about 80%; inconclusive means between about 30% and that limit; further: 0% is about no effect
#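 TRPV1-expressing cells were cultured overnight at 35.5C and loaded with Fluo-8 calcium dye for 40 to 90 min at room temperature. After a 10 s baseline, compound was added and calcium influx was read kinetically for 3 min (ex 480/em 520 nm).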
# Rab9 prom act: qHTS Assay for Rab9 Promoter Activators. Huh7 Rab9 promoter-luciferase reporter, luminescence, 24 h. Potency, µM (doses to about 9.22 µM), without a hit: at the highest dose activation, negative = inhibition, hits mostly activators. actives 2.8% (n = 320,000). AID 485297, 2010; further: potency means the concentration at half of the fitted maximal effect; % of control where 0% means no effect; nearly all actives have a fitted effect of over 60% in size
#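 Rab9 promoter-driven luciferase in stably transfected Huh7 cells; 1500 cells/well rested 2 h, exposed to compound in DMSO for 24 h at 37 °C, 5% CO2. Luminescence read 10 min after adding luciferase reagent at ambient temperature.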
# ELG1 genotoxic: qHTS screen for small molecules that induce genotoxicity in human embryonic kidney (HEK293T) cells expressing luciferase-tagged ELG1 | actives 1.3% (n = 330,000) | Potency, µM (top dose mostly 46 µM), for inactives: top-dose activity change, positive = activation, actives largely listed as activators | HEK293T ELG1-luciferase reporter, luminescence, 16 h; further: potency means the concentration at half of the fitted maximal effect; % of control where 0% means no effect; nearly all actives have a fitted effect of over 60% in size
#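 After overnight (16 hr) compound treatment at 37 °C, ELG1-luciferase HEK293T cells were lysed with ONE-Glo; luminescence quantified 30 min later at room temperature.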
# * marks the source's active call; other numbers are inactive results; ? = inconclusive; · = no result given; & = joins results of further samples; [ ] = another dose, or the depositor's remark. Unless noted, the call rests on the fitted dose curve; in most records, active means well fitted curve in the direction sought with a large enough effect; inconclusive means small, poorly fitted or top-dose-only effect, or another doubt; inactive means no such curve, though single readings can be large; an effect the other way counts as inactive or inconclusive.
SMILES,Tb PFK block,RORg inh,Gal4-VP16 FLuc,FLuc modulator,ELG1 repair inh,p53 reactivator,NPC1 promoter act,BRCA1 expr act,TRPV1 ag,Rab9 prom act,ELG1 genotoxic
COc1cc(NC(=O)CN2CCN(C(=O)C3CCCO3)CC2)c(OC)cc1Cl (stereo not given),-10%,·,·,0%,-2%,·,-1%,-11%,-1,6%,5%
CC(Oc1ccccc1Br)C(=O)N1CCc2ccccc21 (stereo not given),-6%,14µM*,3%,-12%,?,?,16%,48%,3,24%,0%
COc1ccc(-c2[nH]ncc2CN2CCCC2c2nonc2C)c(F)c1 (stereo not given),8%,14%,-3%,3%,-20%,0%,-3%,-14%,1,-11%,-5%
CC(Sc1nnc(COc2ccc([N+](=O)[O-])cc2)n1C)C(=O)O (stereo not given),0%,-19%,1%,6%,9%,-1%,-9%,8%,-1,-4%,1%
Cc1cc(C)n(-c2ccc(C(=O)Nc3ccccn3)cc2)n1,-2%,-37%,?,6µM*,?,13%,0.89µM*,?,2,0.5µM*,?
CC1(C)CC2(CC(c3ccccc3)Oc3cc(O)ccc32)NC(=S)N1 (stereo not given),-2%,8.9µM*,8.9µM*,0%,?,-9%,0%,-28%,-3,5%,1%
Fc1ccc2[nH]c3c(N4CCN(Cc5ccc6c(c5)OCO6)CC4)ncnc3c2c1,-6%,?,7.1µM*,-2%,13µM*,-24%,-23%,-85%,?,-23%,-13%
Cc1ccc2cc(-c3noc(C4CCCCC4)n3)c(=O)[nH]c2c1,5%,2%,3%,0%,0%,-1%,2%,5%,-5,-1%,2%
Cc1ccc(-c2nc3cnccn3c2Nc2c(C)cccc2C)o1,?,11µM*,-11%,-9%,?,2%,1%,-9%&12%,·,-4%,-4%&-2%
Clc1cc(Br)ccc1OCCOCCOc1cccc2cccnc12,5%,?,11%,-1%,-18%,-7%,-2%,-25%,-1,-2%,-7%
CCOC(=O)c1c(C)[nH]c(C)c1S(=O)(=O)N(C)CC(=O)Nc1cccc(C)c1,-1%,-6%,-7%,1%,-2%,15%,1%,-16%,3,2%,0%[9.26 µM]
CN1CCN(c2nc(-c3ccc(Cl)cc3Cl)nc3ccccc23)CC1,-5%,-5%,-2%,-1%,-5%,-4%,-5%,-6%,17,-1%,0%
CCSc1nnc(-c2cccs2)o1,-2%,16%,18%,-21%,?,?,14%,44%,3,-2%,?
CCOC(=O)c1ccccc1NC(=O)c1nc2nccc(C)n2n1,2%,-1%,-9%,-2%,?,-2%,-4%,-17%,2,-3%,0%
CCCC(=O)Nc1nc(CC(=O)OCC)cs1,2%,20%,-5%,1%,10%,3%,0%,9%,-10,6%,0%
CNC(=S)N1CCc2ccccc2C1,-3%,-13%,5%,0%,22%,-2%,2%,-11%,0,-1%,3%
COc1cccc(CC(=O)Nc2ccc(S(=O)(=O)N3CCOCC3)cc2)c1,-1%,·,·,-4%,9%,-9%,-4%,0%,0,5%,-4%
Cc1nn(C)c(C(=O)Nc2ccc3c(c2)OCO3)c1[N+](=O)[O-],1%,37%,-15%,?,?,22%,2%,0%,3,-6%,3%
Cc1ccc(NC(=O)C2(c3cccs3)CCOCC2)cc1C,0%,22%,16%,2%,-7%,-8%,-1%,-4%,0,-1%,-3%
COc1cccc(SCc2noc(C(=O)NCc3ccccc3)c2C(=O)NCc2ccccc2)c1,4%,?,1%,-3%,2%,2%,-3%,28%,2,2%,3%
O=C(OCc1cc2ccccc2[nH]c1=O)c1cccc([N+](=O)[O-])c1,3%,-7%,0%,3%,1%,-4%,-5%,2%,3,2%,-3%
CC(C)CCNC(=O)C1CCN(S(=O)(=O)c2ccc3c(c2)CC(C)N3C(=O)C2CC2)CC1 (stereo not given),0%,17%,3%,-1%,-1%,-8%,-2%,-36%,1,3%,0%[9.26 µM]
Nc1ccc(C2=Nc3cccc4cccc(c34)N2)cc1,2%,28%[10 µM],?,21µM*,-3%,-2%,21%,-51%,-2,9%,-1%
CC(C)(C)NC(=O)COC(=O)c1cncc(Br)c1,1%,-17%,1%,0%,13%,-4%,-2%,15%,-1,8%,-1%
O=C(c1ccccc1[N+](=O)[O-])N1CCc2ccccc2C1,-2%,-1%,-2%,0%,?,6%,4%,-1%,2,2%,-1%

# Profiles as entered above. Order of values: Tb PFK block | RORg inh | Gal4-VP16 FLuc | FLuc modulator | ELG1 repair inh | p53 reactivator | NPC1 promoter act | BRCA1 expr act | TRPV1 ag | Rab9 prom act | ELG1 genotoxic
# COc1cccc(SCc2noc(C(=O)NCc3ccccc3)c2C(=O)NCc2ccccc2)c1 as listed: 4% | ? | 1% | -3% | 2% | 2% | -3% | 28% | 2 | 2% | 3%
# Cc1nn(C)c(C(=O)Nc2ccc3c(c2)OCO3)c1[N+](=O)[O-] as listed: 1% | 37% | -15% | ? | ? | 22% | 2% | 0% | 3 | -6% | 3%

# (list continues)
SMILES,Tb PFK block,RORg inh,Gal4-VP16 FLuc,FLuc modulator,ELG1 repair inh,p53 reactivator,NPC1 promoter act,BRCA1 expr act,TRPV1 ag,Rab9 prom act,ELG1 genotoxic
CCC(=O)NC(=S)Nc1ccc2oc(-c3ccc(OC)cc3)nc2c1,-2%,11%,-7%,-4%,?,27%,2µM*,?,6,?,16µM*
O=C(CCl)NCCCCCCCCCNC(=O)CCl,0%,-44%,?,-13%,?,-24%,-8%,-86%[inhibitor],-1,-6%,-14%
COc1ccc(Cc2noc(CN(C)C3CC(C)(C)NC(C)(C)C3)n2)cc1OC,-5%,-18%,-9%,-1%,8%,-3%,-2%,-12%,-1,2%,0%
CC1CCCC(C)N1C(=O)COC(=O)c1nn(C)c(=O)c2ccccc12 (stereo not given),2%,2%,0%,?,6%,-6%,0%,-1%,-1,4%,-4%
CC(=O)c1cccc(CN2CCCCC2C(=O)Nc2ccc(Oc3ccccc3)nc2)c1 (stereo not given),-10%,4%,-4%,0%,-5%,-1%,1%,-17%,4,16%,0%
COc1ccc(-c2nc3c(c(=O)[nH]c(=O)n3Cc3ccccc3)n2Cc2ccccc2)cc1,-1%,7%,-8%,1%,8.2µM*,-4%,0%,-87%[inhibitor],0,-7%,-10%
Cc1ccc2nc(NCCc3ccc(Cl)cc3)c3nncn3c2c1,7%,11%,6%,0%&-4%,-7%,0%,-2%,1%,20,-2%,0%
CC(=O)Nc1ccc(-c2nnc(SCc3ccc(C)cc3)n2C)cc1,1%,28%,-1%,6%,-13%,-1%,-2%,-2%,2,0%,3%
CCCn1c(-c2nonc2N)nc2ccccc21,-1%,-44%,-16%,0%,16µM*,3%,-1%,7%,-3,2%,-11%
CN1CCN(c2ccc([N+](=O)[O-])cc2NC(=O)c2ccco2)CC1,2%,-23%,-2%,0%,-5%,7%,-2%,4%,4,-1%,-3%
N#CC[C@H](c1ccccc1)N1CCN(Cc2ccccc2)CCC1=O,-2%,4%,-1%,3%,-2%,·,2%,11%,4,4%,2%
O=C(/C=C/Nc1ccc([N+](=O)[O-])cc1)c1ccc(Br)cc1,0%,8%,-7%,-3%,?,10%,24%,58%,1,?,?
Cn1cccc1/C=N/n1c(-c2ccc(C(C)(C)C)cc2)n[nH]c1=S,1%,2.2µM*,?,21µM*,?,-6%,-1%,-23%,18,-5%,-1%
Cc1cc(=O)cc(C)n1-c1ccc(O)cc1,-8%,14%,-18%[10 µM],1%,0%,0%,-3%,-14%,0,-10%,1%
Cc1ccc(-c2nc3c(c(=O)c4ccccc4n3C)c(=O)n2-c2ccc(F)cc2)cc1,8%,3%,3%,5%,-4%,-3%,2%,-4%,-2,-4%,?
COCCn1c(C)cc(C(=O)COC(=O)/C=C/c2cccc(OC)c2)c1C,-10%,-1%,19%,?,6%,-2%,-5%,2%,7,-4%,-1%
COc1ccc(OC)c(/C=C2\SC(N3CCCC(C)C3)=NC2=O)c1 (stereo not given),-5%,15%,8%,?,?,3%,6%,-8%,15,-3%,1%
Cc1cc(C)nc(N(C#N)CC(=O)N2CCC(C(N)=O)CC2)n1,5%,27%,6%,1%,1%,3%,-1%,-4%,3,-2%,1%
